ERG-DNA inh: blocks human ERG Ets domain binding to DNA; P11308; fluorescence polarization, His-ERG Ets domain / labelled DNA; Potency, µM (highest dose often 76.9 µM), without a hit: at the highest dose FP activity, negative = inhibition, hits mostly inhibitors; 370,000 tested, 0.028% active; AID 624246; active = well fitted inhibition curve with a large enough effect in the polarisation, with a control signal flat; inconclusive = small, poorly fitted or top-dose-only effect, or effect the other way, or a change in a side signal; inactive = no such curve, though single readings can be large or run the other way; the % refers to the polarisation;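 note: polarization taken with two DNA probes labelled with fluorescein and Texas red; potency is the fitted concentration of half-maximal effect; % of control where 0% means no effect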
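His-tagged ERG Ets domain (1 uM in the protein solution; 300mM KCl, 50mM Tris-HCl, 1mM EDTA, 1mM DTT, pH 7.5) received compound, then a probe mix of 5 nM fluorescein-DNA and 100nM Texas-615-DNA. Fluorescence polarization was read for both dyes.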
POLI inh: blocks human DNA polymerase iota activity | Q9UNA4 | Pol iota fluorescent replication assay, 10 min | Potency, µM (doses to about 115 µM), without a hit: at the highest dose activity, negative = inhibition, actives largely listed as inhibitors | 390,000 tested, 1% active | AID 588590; note: potency is the fitted concentration of half-maximal effect
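Fluorescent replication assay read twice, at 0 min and 10 min after adding 50 nM (final) substrate. Enzyme (10 nM) and compounds were first incubated 15 min at room temperature; enzyme-free buffer wells were negative controls.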
ALOX12 inh: blocks human arachidonate 12S-lipoxygenase; P18054; purified 12hLO, xylenol orange hydroperoxide absorbance; Potency, µM (doses to about 108 µM), inactives show at the top dose activity change, negative = inhibition, actives largely listed as inhibitors; 580,000 tested, 1.1% active; note: potency is the fitted concentration of half-maximal effect; % is set by controls: 0 for no effect and ±100 for the full control effect
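Purified human 12hLO at 150 nM in 25 mM Hepes, 0.01% Triton X-100, pH 7.0, preincubated 15 min at room temperature with compound. Reaction started with 40 uM arachidonic acid, 30 min at room temperature. Hydroperoxide measured by Fe-xylenol orange, 573/405 nm absorbance ratio.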
BLM helicase inh: inhibitors of human Bloom syndrome helicase BLM. recombinant BLM DNA unwinding, fluorescence dequenching. Potency, µM (top dose mostly 56.1 µM), for inactives: top-dose activity change, negative = inhibition, most hits filed as inhibitors. 350,000 tested, 0.2% active. P54132. AID 2528;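 note: potency is the fitted concentration of half-maximal effect; plate controls were vehicle for no effect and no enzyme for full effect; nearly all actives have a fitted effect of over 35% in size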
POLB inh: inhibitors of human DNA polymerase beta; 340,000 tested, 1.3% active; Potency, µM (titrated, usually from 114 µM), without a hit: at the highest dose activity change, negative = inhibition, actives largely listed as inhibitors; AID 485314; Pol beta primer extension/strand displacement, fluorescence kinetic; P06746; note: potency is the fitted concentration of half-maximal effect; % is set by controls: 0 for no effect and ±100 for the full control effect
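Reaction started by 50 nM substrate onto compound-treated Pol beta (10 nM, 15 min preincubation, room temperature); plates read at 0 min and 10 min. Normalized concentration-effect data fitted by four-parameter Hill equation.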
TRHR ag: activates the human TRH receptor. AID 493084. TRHR cells, calcium flux fluo-8, FDSS agonist mode. activation, % at 2 µM. 360,000 tested, 0.18% active; in the data active = activation above about 30%; note: 0% is about no effect
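TRHR-expressing cells, plated overnight in medium with 10% serum, were loaded with fluo-8 calcium dye at room temperature. After a 10 s baseline, library compound was pin-added and calcium release was recorded kinetically (ex 480/em 530) as agonist response.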
APE1 inh: APE1 (human) endonuclease inhibition; 350,000 tested, 0.35% active; Potency, µM (titrated, usually from 65.8 µM), for the others: at the top dose activity change, negative = inhibition, hits mostly inhibitors; recombinant APE1, TAMRA/BHQ-2 abasic DNA cleavage fluorescence; AID 2517; P27695;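 note: potency is the fitted concentration of half-maximal effect; plate controls were vehicle for no effect and reference inhibitor for full effect; nearly all actives have a fitted effect of over 55% in size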
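Readout is kinetic fluorescence (ex 525, em 598 nm) from cleavage of 50 nM TAMRA/BHQ-2 THF abasic duplex by 0.75 nM APE1, compound added 15 min beforehand at RT.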
Anesthetic bind: candidate novel general anesthetic via apoferritin binding | AID 485281 | apoferritin/1-aminoanthracene competitive binding, fluorescence | Potency, µM (top dose mostly 77.5 µM), without a hit: at the top dose activity change, negative = displacement, actives largely listed as inhibitors | 350,000 tested, 0.074% active | P02791; note: potency is the fitted concentration of half-maximal effect; % is set by controls: 0 for no effect and ±100 for the full control effect; nearly all actives have a fitted effect of over 20% in size
Target sequence (P02791 2-175 limits assumed): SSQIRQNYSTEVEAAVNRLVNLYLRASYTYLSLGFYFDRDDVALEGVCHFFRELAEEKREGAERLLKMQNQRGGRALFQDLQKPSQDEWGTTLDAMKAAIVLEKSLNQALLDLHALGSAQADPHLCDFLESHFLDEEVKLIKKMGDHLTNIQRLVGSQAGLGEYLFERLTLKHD
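Horse-spleen apoferritin (10 uM) in 50% saturated 1-aminoanthracene in PBS was incubated 10 min at room temperature with compound. Fluorescence (ex 380, em 535 nm) was normalized to free and bound 1-AMA, with concentration-response fitted by a four-parameter Hill equation.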
POLK inh: blocks human DNA polymerase kappa activity | Q9UBT6 | purified Pol kappa, fluorescent DNA synthesis assay, 10 min | Potency, µM (series often up to 107 µM), without a hit: at the highest dose activity, negative = inhibition, hits mostly inhibitors | 400,000 tested, 0.53% active | AID 588579; note: potency is the fitted concentration of half-maximal effect; % is set by controls: 0 for no effect and ±100 for the full control effect
Target sequence (Q9UBT6 whole entry, looked up): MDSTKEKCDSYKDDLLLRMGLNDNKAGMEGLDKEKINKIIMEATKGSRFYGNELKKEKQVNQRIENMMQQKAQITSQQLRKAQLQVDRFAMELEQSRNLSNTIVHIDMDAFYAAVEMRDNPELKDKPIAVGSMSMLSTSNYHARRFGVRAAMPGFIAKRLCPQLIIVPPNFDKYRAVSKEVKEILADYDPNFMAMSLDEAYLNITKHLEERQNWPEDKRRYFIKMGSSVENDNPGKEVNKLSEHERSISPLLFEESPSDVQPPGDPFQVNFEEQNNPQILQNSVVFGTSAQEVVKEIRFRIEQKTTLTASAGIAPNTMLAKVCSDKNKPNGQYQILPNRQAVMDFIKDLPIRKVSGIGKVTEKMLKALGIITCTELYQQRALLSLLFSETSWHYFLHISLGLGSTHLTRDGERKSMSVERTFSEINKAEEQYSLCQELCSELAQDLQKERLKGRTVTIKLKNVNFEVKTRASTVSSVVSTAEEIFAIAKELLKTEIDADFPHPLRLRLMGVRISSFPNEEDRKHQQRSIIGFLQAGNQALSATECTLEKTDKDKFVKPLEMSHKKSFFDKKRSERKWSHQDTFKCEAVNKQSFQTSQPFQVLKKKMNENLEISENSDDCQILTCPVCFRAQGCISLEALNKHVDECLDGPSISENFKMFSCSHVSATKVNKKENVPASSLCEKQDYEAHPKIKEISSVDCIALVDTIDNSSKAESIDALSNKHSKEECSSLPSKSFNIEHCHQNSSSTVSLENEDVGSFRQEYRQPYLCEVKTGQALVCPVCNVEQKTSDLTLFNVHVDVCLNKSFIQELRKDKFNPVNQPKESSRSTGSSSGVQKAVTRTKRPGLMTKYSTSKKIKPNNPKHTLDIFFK
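Inhibition of 10 nM Pol kappa is measured by a fluorescent read-out at 0 and 10 min following addition of 50 nM substrate (final), with a 15-min room-temperature compound preincubation.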
* marks the source's active call; other numbers are inactive results; u = inconclusive; x = not tested or not shown; [ ] = dose if it differs, or a comment. Unless noted, calls come from the whole dose curve; as a rule, active = well fitted curve in the direction sought with a large enough effect; inconclusive = small, poorly fitted or top-dose-only effect, or another doubt; inactive = no such curve, though single readings can be large; an effect the other way counts as inactive or inconclusive. Only part of the results is shown, so the mix of outcomes need not match the whole.

Values run as follows: ERG-DNA inh | POLI inh | ALOX12 inh | BLM helicase inh | POLB inh | TRHR ag | APE1 inh | Anesthetic bind | POLK inh
CC(C)(C)c1ccc(C(=O)N2CCCN(c3ccc([N+](=O)[O-])cn3)CC2)cc1
  -9% | 26% | 0% | 7% | -26% | 0.4 | 4% | u | 10%
CCN1CCCC1CNC(=O)CCNC(=O)c1cc(OC)c(OC)c(OC)c1 (stereo not given)
  11% | 23% | 10% | 3% | 16% | -0.2 | -5% | 2% | -7%
CC(C)CC(=O)NC(=S)Nc1nc(-c2cccc3ccccc23)cs1
  -3% | -7% | u | -16% | 35% | 0.8 | -3% | -16% | -21%
O=C(CSc1nc2ccccc2n1Cc1ccccc1)N1CCN(c2ccc(F)cc2)CC1
  0% | 11% | -9% | -2% | 30% | -0.3 | x | -12% | 2%
COc1ccc2c(c1)c1c(c(=O)n(-c3ccc(F)c(Cl)c3)c(=O)n1Cc1ccccc1F)n2C
  -1% | 23% | -3% | -2% | -1% | 0.3 | x | 11% | -2%
COc1ccc(-c2sc3ccc(N4CCOCC4)cc3c2C#CCCO)cc1
  18% | 1% | u | x | x | x | -2% | x | -9%
O=C(N/N=C/c1ccccc1O)NC12CC3CC(CC(C3)C1)C2
  3% | -10% | -2% | -8% | 2% | 3.9 | -22% | u | -3%
Nc1nc(SCCO)[nH]c(=O)c1NC(=O)c1ccc(Br)o1
  7% | 82%[activator] | -4% | -6% | -2% | 0.1 | -1% | 1% | 7%
Cc1nnc2sc(-c3ccc(-c4ccc(Cl)c(C(F)(F)F)c4)o3)nn12
  -1% | 0% | u | 0% | -5% | 0.0 | 1% | -16% | -4%
COC(=O)c1sccc1NC(=O)CC1C(=O)NCCN1C(=O)Nc1ccccc1 (stereo not given)
  15% | -6%[58.9 µM] | 172%[activator] | -1% | -10% | 1.0 | u | 2% | -7%
Cc1ccc[n+](C(C)C(=O)c2ccc(Cl)cc2)c1 (stereo not given)
  0% | 14% | 8% | -1% | -15% | -0.1 | -3% | -2% | -3%
O=C(Cn1cc([N+](=O)[O-])cn1)NCC1CCCO1 (stereo not given)
  -2% | 26% | -6% | 3% | 7% | 0.0 | 1% | -10% | 3%
CC(Nc1nc(=S)nc(Nc2ccc(F)cc2)[nH]1)c1ccccc1 (stereo not given)
  2% | 25% | u | -7% | 40% | 0.8 | -2% | -7% | -11%
O=C(COC(=O)CNC(=O)c1ccc(F)cc1)Nc1cccc(S(=O)(=O)N2CCCC2)c1
  0% | 166%[activator] | -23% | -5% | -14% | 0.1 | -17% | -11% | -15%
O=C(OCC#CCSc1nnc(-c2ccccc2)o1)c1cccs1
  2% | -10% | 6% | -9% | -17% | 0.9 | -2% | u | -14%
CC(C)(C)c1ccc(S(=O)(=O)N2CCN(CC(O)COCC3CCCO3)CC2)cc1 (stereo not given)
  1% | -1% | 15% | x | x | -0.2 | -6% | x | 2%
Cc1ccc(CNC(=O)Cc2c(C)c3c(cc(C)c4c(C)coc43)oc2=O)cc1
  -1% | -29% | -19% | -4% | -5% | 1.2 | x | -5% | -16%
COc1ccc(-n2nc(C(=O)NCC(=O)NC3CCCC(C)C3C)c3ccccc3c2=O)cc1 (stereo not given)
  12% | 75%[activator] | -17% | -8% | 19% | -0.5 | -12% | u | -1%
COc1ccc(/C=C/C(=O)Nc2ccc3nc4c(c(Nc5ccc(OC)c(OC)c5)c3c2)CCCC4)cc1
  -5% | -23% | u | -10% | -12% | -0.5 | x | -7% | u
O=C(NCc1cccs1)C(=O)c1cn(CC(=O)N2CCOCC2)c2ccccc12
  -1% | 56%[activator] | -25% | -6% | -17% | 0.2 | 0% | -15% | -14%
Cc1ccc2nc(SCC(=O)NCc3ccco3)nc(=O)n2c1
  3% | -6% | 24% | x | x | -0.6 | -12% | x | -10%
CCc1nn(C(CC)C(=O)NCCCc2ccccc2)c(=O)c2cc3occc3n12 (stereo not given)
  9% | -14% | -10% | -3% | 1% | -0.1 | -7% | -10% | -2%
CC1=C(C(=O)Nc2cccnc2)C(c2cccc(F)c2)n2nc(SCc3ccccc3)nc2N1 (stereo not given)
  -16% | 12% | -8% | -3% | 19% | 0.2 | x | -3% | 8%
Cn1c(CC(=O)NC(C)(C)CO)c(Sc2ccccc2)c2ccccc21
  7% | -7% | 4% | -5% | 19% | 0.3 | -1% | -13% | -4%
CCOc1cc(S(=O)(=O)N2CCCCCC2)ccc1F
  2% | 32%[activator] | 10% | -3% | -9% | -0.6 | -4% | u | -4%
CC12CCC(=O)N1C(C(=O)NCc1ccc(Cl)cc1Cl)CS2 (stereo not given)
  6% | 6% | -25% | x | x | -0.4 | 12% | x | -4%
COc1ccc(N2CC(C(=O)N3CCCC(C)C3)CC2=O)cc1 (stereo not given)
  -6% | 26% | 49%[activator] | 0% | -1% | 0.4 | -5% | -7% | -6%
CC(=O)N1CCN(C(=S)Nc2cc(S(=O)(=O)N3CCOCC3)ccc2Cl)CC1
  -11% | 18% | -2% | 3% | -13% | 2.8 | -7% | -6% | -5%
CCn1cc(C(=O)N[C@@H](CCSC)C(=O)NCCO)c(=O)c2cc3c(cc21)OCO3
  -14% | -5% | -5% | -7% | -6% | -1.1 | -9% | 4% | -3%
COc1cc2c(cc1OC)C(C)N(C(=O)c1cc3c(=O)oc4ccc(C)cc4c3s1)CC2 (stereo not given)
  -4% | 13% | x | -4% | -27% | 0.4 | -4% | -2% | 1%
Cc1ccc(-c2csc(NC(=O)C3=NN(c4ccccc4)C(=O)CC3)n2)cc1
  8% | 65%[activator] | 1% | -6% | 18% | 0.2 | 9% | -13% | -5%
O=C(CCn1c(=O)oc2ccccc21)N(Cc1ccccc1)c1ccccn1
  -5% | u | 9% | x | x | x | x | x | -10%
CCOC(=O)c1c(NC(=O)COC(=O)c2nccnc2N)sc(C(=O)N(C)C)c1C
  -9% | 50%[activator] | 0% | x | x | -0.2 | 20% | x | -8%
Cc1ccc2nc(SCC(=O)Nc3ccc(Br)cc3)nc(=O)n2c1
  4% | -10% | -1% | x | x | -0.1 | 48%[activator] | x | -4%
Cc1ccccc1Cn1c(Cc2ccccc2)nc2ccccc21
  4% | -1% | -3% | -10% | 20% | -0.7 | -6% | -14% | -5%
O=C(c1cc2nc(-c3ccccc3)cc(-c3ccccc3)n2n1)N1CCN(C(=O)c2ccco2)CC1
  4% | 28% | 0% | -3% | -9% | -0.1 | -5% | -5% | -1%
CCOC(=O)c1c(NC(=O)C[n+]2ccccc2)sc2c1CCCC2
  -3% | 152%[activator] | -4% | 27% | 16% | -0.1 | -1% | -16% | 8%
Cn1c(SCc2c(F)cccc2Cl)nnc1-c1cnccn1
  -1% | 9% | -3% | 0% | 11% | -0.6 | -2% | u | -13%
Cc1sc2nc(CSCC(=O)N3CC(C)OC(C)C3)[nH]c(=O)c2c1C (stereo not given)
  -3% | 29% | 15% | x | x | 0.6 | 29% | x | -14%
O=C(CCn1c(=S)oc2ccccc21)Nc1ccc2c(c1)OCCO2
  -7% | 11% | 12% | 0% | 25% | -0.6 | 1% | 1% | -1%
O=C(Cn1cccc1C(=O)c1ccccc1)NCc1ccccn1
  -8% | 2% | 9% | -1% | 20% | 0.6 | -2% | -11% | 4%
COc1ccccc1CNC(=O)c1cnc2sc(N3CCCCCC3)nn2c1=O
  0% | 10% | -25% | 0% | -2% | -0.4 | x | 3% | 0%
Cc1ccc(CNC(=O)C2CCCN2S(=O)(=O)c2ccc(F)cc2)cc1 (stereo not given)
  4% | 155%[activator] | u | 2% | 6% | -0.9 | -8% | -6% | -1%
COc1cccc(CNC(=O)CN2C(=O)CC(c3ccccc3)=Nc3ccccc32)c1
  2% | 23% | 3% | -1% | 20% | -0.3 | -4% | -22% | -17%
CCCCC(CC)CN1CN(CC(CC)CCCC)CC(C)(N)C1 (stereo not given)
  -12% | 0% | 0% | 7% | x | x | -2% | -9% | -21%
CC(CSc1nc2ccccc2s1)Cn1c(N2CCCC2)nc2c1c(=O)[nH]c(=O)n2C (stereo not given)
  17% | -1% | 0% | 1% | -2% | 1.0 | -5% | -13% | 0%
Cc1cccc(N2CCN(S(=O)(=O)c3cc(C(=O)Nc4ccc(Oc5ccccc5)cc4)ccc3F)CC2C)c1 (stereo not given)
  -1% | -1% | u | -9% | -6% | -0.1 | x | -8% | -17%[60.1 µM]
CN(C)c1ccc(-c2nc3cnccn3c2Nc2cccc(C(F)(F)F)c2)cc1
  -8% | 19% | -24% | -3% | 16% | -0.7 | x | 1% | -14%
CC(=O)N1CCc2cc(S(=O)(=O)Nc3ccccc3N3CCN(C)CC3)ccc21
  -7% | 14% | 0% | -4% | 37% | 0.9 | -1% | -7% | -10%
COc1ccc(C(=O)NC2CCN(S(=O)(=O)c3ccccc3)CC2)cc1
  10% | -10% | 9% | -17% | 2% | -0.3 | 47%[activator] | 4% | 6%
CCOC(=O)c1oc2ccccc2c1NC(=O)c1cccs1
  -1% | 8% | 1% | 2% | 2% | 0.2 | 3% | -12% | -7%
COc1cc(C(F)(F)F)c(C(=O)N(C)Cc2ccc(Cl)c(Cl)c2)cn1
  -8% | 65%[activator] | u | -4% | -2% | 0.1 | -1% | -5% | 3%

2 compounds drawn at random from the list so far:
Values run as follows: ERG-DNA inh | POLI inh | ALOX12 inh | BLM helicase inh | POLB inh | TRHR ag | APE1 inh | Anesthetic bind | POLK inh
COc1ccc2c(c1)c1c(c(=O)n(-c3ccc(F)c(Cl)c3)c(=O)n1Cc1ccccc1F)n2C
  -1% | 23% | -3% | -2% | -1% | 0.3 | x | 11% | -2%
COc1cc(C(F)(F)F)c(C(=O)N(C)Cc2ccc(Cl)c(Cl)c2)cn1
  -8% | 65%[activator] | u | -4% | -2% | 0.1 | -1% | -5% | 3%

Compound activity: PubChem, National Center for Advancing Translational Sciences (NCATS)
